AI-2 QS modul: modulates the Vibrio harveyi AI-2 quorum sensing system; 0.4% of 300,000 active; Vibrio harveyi JMH597 AI-2 luminescence/OD600 ratio, 9 h; active compounds read low; strain lacks LuxN and CqsS sensors; 0 = neutral-control median; activity change, % at 7.5 µM; in the data active = activity change below about -75%, passing the limit was not always enough; inconclusive = no clear call, values can overlap the other calls;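 also: luminescence divided by OD600 gain over 9 h not by final OD600 alone; inactives centre near 13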
aSyn UTR inh: MLPCN primary screen, SNCA 5' untranslated region; AID 1813; 0.82% of 300,000 active; inhibition, % (tested at 7.5 µM); alpha-synuclein 5'UTR reporter, inhibitor activity; in the data active = inhibition above about 60%; inconclusive = no clear call, values can overlap the other calls;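 also: H4 neuroglioblastoma cells stably carrying SNCA 5'UTR luciferase fusion; 0% = DMSO wells and 100% = positive control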
KLF5 inh: kruppel-like factor 5 inhibition. DLD-1 KLF5 promoter-luciferase reporter, luminescence. inhibition, % at 5 µM. 0.23% of 290,000 active. AID 1700;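 active = inhibition above a per-plate limit of that plate's mean compound inhibition plus 3 SD, cut at about 60% in these data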;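 also: 0% = DMSO wells and 100% = LY294002 at 200 µM; higher means less KLF5 promoter-driven luciferase light; inactives centre near -14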
HSF1 inh: HSF1 inhibition. NIH3T3-HGL HSE-luciferase, MG132-induced, luminescence 8 h; active compounds read low. 0.77% of 300,000 active. activity change, negative = inhibition, % at 7.5 µM (by protocol). AID 2098;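 active = more than half of replicate wells show activity change below -50%, luminescence cut by over half; inconclusive = some wells, but at most half, below -50%; inactive = no replicate well below -50%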;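 also: luciferase reports HSF-1 transcriptional activity via heat shock element; 0% = median of DMSO wells and -100% = zero luminescence signal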
SKKanGAS inh: SKKanGAS growth inhibition | inhibition, % at 7.5 µM | 1.3% of 300,000 active | S. pyogenes SKKanGAS, kanamycin growth, BacTiter-Glo, 6 h;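 active = mean replicate score, as percent of positive control median, at least 50; inconclusive = mean below 50 but one replicate at or above 50; inactive = mean and every replicate below 50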;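 also: strain carries kanamycin resistance gene driven by streptokinase promoter and grows in 40 µg/ml kanamycin; loss of luminescence reflects streptokinase promoter inhibition or plain growth inhibition; 0% = median of DMSO wells and 100% = positive control at its reference dose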
Platelet DG rel: modulates dense granule release in human platelets; human platelet-rich plasma, SFLLRN dense granule ATP release, luminescence; 0.22% of 300,000 active; inhibition, %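 (compounds screened at 7.5 µM in platelet-rich plasma)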; AID 1663;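 active = mean replicate score, as percent of positive control, at or above 50; inconclusive = mean below 50 but at least one replicate at or above 50; inactive = mean and every replicate below 50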
HIF activator: HIF pathway transcriptional activation; U2OS HRE-luciferase reporter, luminescence; normalized: DMSO 0%, desferrioxamine 100%; activation, % at 7.5 µM (by protocol); 0.32% of 300,000 active;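 active = mean activation of at least 10% of the iron chelator positive control signal, with at least half of replicates also reaching 10%; inconclusive = mean and replicate majority disagree about reaching 10%; inactive = mean and most replicates under 10%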
IEC-6 tox: kills IEC-6 intestinal cells in KLF5 counter-screen | IEC-6 cytotoxicity, luminescence viability | inhibition, % at 5 µM | 0.78% of 290,000 active; in the data active = inhibition above about 22%;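 also: 0% = plate median of test compound wells and 100% = cytotoxic reference compound wells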
HSF-1 act: increases HSF-1 driven luciferase reporter signal | activation, % at 9 µM | NIH3T3-HGL HSF-1 luciferase reporter, MG132, 8 h; 100% = twice DMSO control signal | 1.7% of 300,000 active | AID 504408;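 active = mean replicate activation of at least 50% with a set share of replicates each reaching 50%; inconclusive = only one of those two conditions met; inactive = mean below 50% and too few replicates reaching it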;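 also: 0% = median of the neutral control wells and 100% = twice that signal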
HSP90 inh: inhibitors of HSP90 luciferase refolding in rabbit reticulocyte lysate; luciferase refolding luminescence, 3 h; inhibition, % at 5.6 µM; 0.91% of 290,000 active;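 active = inhibition above the screen-wide mean plus 3 SD, computed separately per campaign, cut at about 16% in these data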;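 also: 0% = DMSO wells and 100% = 60 µM geldanamycin wells; inhibitors lower the luminescence because luciferase stays unfolded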
The depositor's hits bear a star; u = inconclusive; x = not tested or not shown.

SMILES	AI-2 QS modul	aSyn UTR inh	KLF5 inh	HSF1 inh	SKKanGAS inh	Platelet DG rel	HIF activator	IEC-6 tox	HSF-1 act	HSP90 inh
Cc1cccc(-n2nnnc2SC(C)C(=O)NCCC2=CCCCC2)c1 (stereo unspecified)	x	-11	-54	-1	-1	-8	0.3	-4	-1	1
NC(=Nc1ccc(Cl)cc1)c1ccccc1	14	-40	-33	4	0	0	1.9	2	10	0
Cc1[nH]n(C(N)=S)c(=O)c1N=Nc1ccc(S(=O)(=O)N2CCCC2)cc1	35	0	-55	2	21	6	-21	-1	12	7
COc1ccc(N2CCN(C(CNC(C)=O)c3ccc4c(c3)OCO4)CC2)cc1 (stereo unspecified)	34	-1	-23	-8	0	-1	-1.0	-3	-6	-7
COc1ccc(CCNC(=O)C(=O)NCC2OCCN2S(=O)(=O)c2ccc(F)cc2)cc1 (stereo unspecified)	8	9	7	-4	-6	18	-0.2	-9	15	1
COc1ccc(CCN=C(N)NS(=O)(=O)c2ccc3ccccc3c2)cc1	6	36	4	-11	-2	-5	-0.3	2	-3	-5
O=C1CCC(=O)N1CNc1ccc(Oc2ccccc2)cc1	0	27	-24	-3	-12	2	0.2	-1	13	0
CC1=C(C(=O)Nc2cccc(F)c2)C(c2ccsc2)C2=C(CC(C)(C)CC2=O)N1 (stereo unspecified)	0	19	28	1	-1	12	-0.2	67*	-9	-2
CCOC(=O)C(=O)Nc1nc(-c2ccccc2)c(-c2ccccc2)o1	0	-1	20	0	0	-1	-0.1	9	0	5
COC(=O)c1cc(CSc2nnc(NC3CCCCC3)s2)oc1C	10	9	-11	4	0	2	0.2	-8	23	-1
CCC(=O)N1c2ccc(S(=O)(=O)CCC(=O)NCCC3=CCCCC3)cc2CC1C (stereo unspecified)	34	3	-26	6	9	0	0.6	2	6	-3
O=[N+]([O-])c1ccc(CSc2nc3ncc(Br)cc3[nH]2)cc1	14	-15	-22	2	-1	-11	0.2	-6	15	-6
CCNC(=O)COc1cccc2ccccc12	7	-16	-28	-3	-5	10	-0.4	5	-4	1
O=C1c2ccccc2C(=O)N1CCCCN(C(=O)c1ccc([N+](=O)[O-])cc1)c1ccc(Cl)cc1	3	14	-7	3	18	-6	-0.8	3	-21	2
Cc1nc(-c2ccc(F)cc2)c(CC(=O)N(C)CC(=O)Nc2ccc(F)cc2)s1	17	3	x	5	-10	1	0.0	x	14	x
CCC(NC(=O)NCc1cccnc1)(C(F)(F)F)C(F)(F)F	13	21	-16	-3	2	6	-0.4	-2	-6	-1
CCCNC(=O)c1cc(-c2ccco2)on1	-5	-335	-65	3	-2	1	16*	-3	25	7
COc1ccc(OCc2cc(C(=O)N3C[C@H]4CC[C@H]3C4)no2)c(Cl)c1	19	-82	-113	15	0	9	3.5	-3	38	-1
CC(NC(=S)NNS(=O)(=O)c1cccc([N+](=O)[O-])c1)c1ccccc1 (stereo unspecified)	2	-4	-14	-5	19	2	-0.6	2	0	0
CN(Cc1ccc2nonc2c1)Cc1nc(CC2CC2)no1	12	-2	10	-1	-4	2	-0.5	0	-1	-5
CC(=O)Nc1cccc(NS(=O)(=O)c2cn(C)c(=O)n(C)c2=O)c1	11	1	-17	-4	-3	-1	0.1	-4	3	2
O=C(NCCNc1ccc([N+](=O)[O-])cc1)c1ccco1	7	-30	-11	3	-3	10	0.6	3	-14	2
Cc1cc(OC(C)C(=O)NCCCN2CCOCC2)ccc1Cl (stereo unspecified)	13	0	-2	0	-4	-6	-0.1	2	15	2
CC(C)CC(=O)Nc1ccc(C(=O)COC(=O)C2=COCCO2)cc1	43	-1	x	15	-3	-6	-5.8	x	-2	x
CN(CC(=O)Nc1ccc(F)cc1)C(=O)COc1ccc(C(=O)c2ccccc2)cc1	10	31	-20	6	-13	-8	-0.4	-3	12	4
COc1ccc(C(=O)Nc2ccc(S(=O)(=O)N3CCCCC3)cc2)cc1OC	17	-8	-15	-1	4	-1	1.1	-2	-2	-2
O=C(O)c1cccc(NC(=O)c2ccccc2NC(=O)c2ccco2)c1	21	-6	-16	-2	2	0	-0.1	0	-3	1
Cc1ccc(C)c(N(CC(N)=O)S(C)(=O)=O)c1	-1	2	-8	1	1	1	0.1	-9	-11	-2
Cc1cc(C)c2[nH]c(O)c(N=Nc3ccc(C(=O)O)cc3)c2c1	26	5	-3	-12	74*	-5	0.4	6	-12	1
Cc1csc(NC(=O)CSc2nnc(Cc3cccn3C)n2-c2ccc(F)cc2)n1	-5	6	-25	-5	1	3	-0.4	-2	10	0
CC(=O)c1sc(Nc2nc3cc4c(cc3s2)OCO4)nc1C	3	-178	-41	7	24	5	4.5	4	34	2
COc1ccc(OC)c(-c2nnc(SCC(=O)NC3CCCCC3)o2)c1	12	16	-4	-3	-2	1	-0.2	0	6	-3
Oc1cc(NCc2cccnc2)ccc1-c1nc2ccccc2o1	10	-100	-100	31	16	0	0.2	5	59*	-3
O=C(CN1CCN(c2ccc([N+](=O)[O-])cc2Cl)CC1)N1CCOCC1	1	5	-8	0	3	13	-0.8	-5	-14	1
CCCCC(C(=O)NC1CCCC1)N(Cc1ccco1)C(=O)Cn1nnc(-c2ccc(F)cc2)n1 (stereo unspecified)	28	2	-28	5	10	-2	-24	1	-1	2
CCc1nc(SCC(=O)Nc2nnc(CC)s2)c2c(=O)n(C)c(=O)n(C)c2n1	21	31	2	-8	6	-2	-0.2	8	-12	2
CCCC(=O)Nc1cccc2c1CCCC2	13	-16	25	3	-3	9	-0.3	-6	6	0
COc1cc(S(=O)(=O)N2CCN=C2c2ccccc2)ccc1F	10	9	-17	1	-3	-9	0.4	2	14	-1
CCc1cccc(C)c1NC(=O)CCOc1ccccc1	21	10	3	-7	-1	-1	1.9	-6	2	4
O=C(CCCCCn1c(=O)[nH]c2ccsc2c1=O)NCc1ccc2c(c1)OCO2	-2	18	-11	2	-4	0	-0.2	1	4	-1
O=C(O)CN(c1ccccn1)S(=O)(=O)c1ccccc1	23	-10	-4	2	-4	-2	-0.8	-1	-4	6
COc1ccc(C(=O)NCc2nnc(SCC(=O)NCc3ccc(F)cc3)o2)cc1	10	15	-12	1	-2	1	0.2	-2	1	1
Cc1ccc(Sc2ncccc2COC(=O)Nc2ccccc2)cc1	-16	30	-41	3	0	-28	0.1	0	1	0
COc1cccc(C(=O)Nc2ccc(-n3nncc3C(C)(C)C)cc2)c1	42	-41	-24	11	-2	-3	0.5	-3	4	-5
COc1cc2[nH]c(=S)n(Cc3ccco3)c(=O)c2cc1OC	2	4	-11	77	6	0	-0.3	4	140*	1
CC1=C(C#N)c2nc(N)c(C#N)c(C)c2/C1=C\c1ccc(C)cc1	19	-17	11	-2	71*	-4	0.2	-1	27	0
Cc1ccc(OCC(=O)Nc2cccc(-c3nnc(-c4ccccc4)o3)c2)c(C)c1	10	-53	-9	3	14	9	0.7	0	4	2
O=C(CCCN1C(=O)c2ccccc2C1=O)NCCCn1ccnc1	37	-9	-10	-4	1	0	-1.0	-14	4	-3
CCOC(=O)C1=C(C)N(CCCC(=O)O)C(=O)NC1c1ccc(C(F)(F)F)cc1 (stereo unspecified)	4	-7	x	-7	-2	-2	0.9	x	2	x
Cc1ccc(OCCC(=O)OCc2csc(CC(=O)Nc3ccccc3C)n2)cc1	20	0	-20	1	2	u	0.1	4	-2	1

Next part
SMILES	AI-2 QS modul	aSyn UTR inh	KLF5 inh	HSF1 inh	SKKanGAS inh	Platelet DG rel	HIF activator	IEC-6 tox	HSF-1 act	HSP90 inh
CCN(CC)S(=O)(=O)c1ccc(C)c(NC(=O)CSc2nc3ccccc3[nH]2)c1	26	7	-44	3	-6	-4	0.1	5	20	0
N#Cc1c(NC(=O)CCCN2C(=O)c3ccccc3C2=O)oc(-c2ccccc2)c1-c1ccccc1	18	0	-7	6	5	2	0.6	6	39	2
Cn1c(=O)cc(SCC(=O)NCc2cccnc2)c2ccccc21	13	8	-10	-8	0	-7	-0.7	-1	12	-2
CCOC(=O)CNC(=O)CSc1nnc(-c2cccc(OC)c2)n1CC	14	x	-14	x	-4	x	x	0	x	8
Cn1cnnc1SCc1ccc(F)c2ccccc12	41	0	2	-8	-8	2	-0.2	3	-4	5
COc1ccc(-c2cc(C(=O)NCCN3CCOCC3)c3ccccc3n2)cc1OC	10	5	-60	2	-2	23	-0.2	-7	2	-3
O=S(=O)(c1cnc(Cl)c(Cl)c1)N1CCCc2ccccc21	5	-34	5	0	4	8	0.3	6	1	3
COc1ccccc1-c1sc2ccccc2c1-c1ccc2c(c1)OCO2	24	26	-8	2	20	3	0.4	0	4	1
O=S(=O)(c1ccccc1)N1CCC(=NO)CC1	-4	11	-43	-13	-13	-1	-0.2	2	5	0
COCCNC(=O)c1ccccc1NC(=O)CSc1ccc(C)cc1	5	8	-33	15	-7	-5	0.5	-2	49	-2
CC(C)COC(=O)NC1c2ccccc2Oc2ccccc21	8	7	-5	-29	13	2	-0.6	8	-46	0
CCC1CCCCN1C(=O)c1ccc2c(c1)C(=O)N(c1ccc(C)cc1)C2=O (stereo unspecified)	10	-9	-2	-3	-17	-23	0.0	-4	9	6
CN1CCN(c2ccc(NC(=S)NC(=O)c3cccc4ccccc34)cc2)CC1	11	20	-17	2	5	0	x	-6	4	7
CN(C(=O)c1cccc(NC(=O)c2ccccc2)c1)C1CCCCC1	-4	-5	-18	-2	1	-2	0.1	2	0	7
COC(=O)c1sc(SC)c(-c2ccon2)c1C	2	-7	-21	1	-3	-10	-0.2	-1	1	-1
Cc1cccc(Nc2nc(-c3ccc(O)c(O)c3)cs2)n1	13	-224	-189	2	2	-2	3.7	18	-1	-5
Cc1cccc(N(Cc2cc3cc(C)ccc3[nH]c2=O)C(=O)c2cccs2)c1	16	-4	-32	3	5	26	0.5	-3	14	-1
O=C(NCCO)C(=O)Nc1cc2c3c(c1)CC(=O)N3CCC2	6	-1	1	-3	1	-6	-0.7	4	3	3
COc1ccc(/C=N/NC(=O)CN(C2=NS(=O)(=O)c3ccccc32)c2ccccc2)cc1	-3	5	-52	1	6	8	0.4	8	7	-2
CN(Cc1nc2ccccc2n1C)c1ccccc1	4	-26	-31	4	-4	0	1.1	6	6	1
CC(C)CN(C(=O)COC(=O)CCc1c[nH]c2ccccc12)c1c(N)n(Cc2ccccc2)c(=O)[nH]c1=O	39	3	x	0	-2	11	-0.9	x	7	x
CCOc1ccc2nc(/N=C/c3nc(-c4ccccc4)oc3O)sc2c1	14	-49	-38	18	-7	-16	-44	-3	27	-2
Cc1nc2c(sc3nc(N4CCOCC4)c4c(c32)CC(C)(C)OC4)c(-c2ccccc2)c1C(=O)O	25	15	-27	-9	33	6	-0.8	-1	3	-1
Cc1ccsc1C(C(=O)NC1CCCCC1)N(C(=O)Cc1cccs1)C1CC1 (stereo unspecified)	6	-21	-4	1	2	1	0.3	-1	26	4

Screening data as filed in PubChem BioAssay.

Compounds were not picked by outcome. About 6% of those tested had a hit in this group.
